SR-BI HDL uptake – blocks mouse SR-BI lipid uptake from DiI-HDL. Q61009. ldlA[mSR-BI] CHO cells, DiI-HDL uptake fluorescence, 3 h. inhibition, % at 12.5 µM. AID 488896. hit rate 0.96% among 320,000;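 active = mean replicate inhibition of at least 70% and a set share of replicates each scoring 70 or more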;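 note: 0% = median of neutral control wells and 100% = median of positive control wells; values of inactives mirror those of a sister screen read the other way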
Arr AP2 block – inhibitors of human beta-arrestin and AP2 interaction; FITC-arrestin peptide / GST-AP2 beads, flow cytometry; AP2 beta2 appendage carries R879A mutation; inhibition, % at 10 µM; hit rate 0.31% among 340,000;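 active = inhibition above a set limit, near 3 SD of compounds lacking own fluorescence, cut at about 54% in these data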;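 note: plate controls were DMSO wells for no effect and 5 µM unlabelled arrestin peptide for full effect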
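Material – AP2 appendage R879A on GSH beads · Buffer or medium – PBS with 0.05% Tween 20 and 0.1% BSA · Probe or stimulus – fluorescein-tagged arrestin peptide at 50 nM final · Incubation – compound with beads 12 min RT, then probe 1 h RT · Detection – high-throughput flow cytometry of beads, ex 488, em 535 nm · Evaluation – percent response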
SR-BI uptake up – enhances SR-BI lipid uptake from DiI-HDL | CHO ldlA[mSR-BI] cells, DiI-HDL uptake fluorescence, 3 h; 100 = double the neutral-control signal | activation, % at 12.5 µM | hit rate 0.096% among 320,000 | AID 504775;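 active = mean replicate activation of at least 60% and every replicate at or above 60%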;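 note: 0% = median plate neutral-control signal and 100% = twice that signal; values of inactives mirror those of a sister screen read the other way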
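Material – SR-BI-overexpressing, LDLR-lacking CHO cells · Medium – BSA-supplemented, HEPES-buffered Ham's F12, pH 7.4 · Doses – single concentration · Times – compound with DiI-HDL co-incubation, 3 h at 37 °C · Measured by – bottom-read fluorescence, 550/595 nm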
LANA DNA inh – inhibitors of KSHV LANA C-terminal domain DNA binding; MBP-C-LANA/FAM-LBS DNA binding, fluorescence polarization; inhibition, % at 9 µM; hit rate 0.078% among 340,000; AID 504423;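 active = highest replicate inhibition at or above 60% at 9 µM, even if other replicates fall short; inactive = all replicates below 60% inhibition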;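 note: 0% = neutral control wells and 100% = 4 µM acridine orange control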
NSD2 inh – NSD2 (human) methyltransferase inhibition; O96028; NSD2 peptide methylation, AlphaScreen, 120 min; inhibition, % at 12.5 µM; hit rate 0.54% among 310,000; AID 743445; in the data active = inhibition above about 50%
Cardiac RTF inh – cardiac RTF calcium desensitization | inhibition, % at 7.15 µM | IANBD-labeled cardiac RTF, Ca2+ fluorescence | hit rate 0.12% among 340,000 | P19429+P45379;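 active = inhibition above the mean inhibition of all tested compounds plus 3 SD, cut at about 17% in these data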;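 note: assay run at fixed EC70 calcium of 1.6 mM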
PKA-R2B act – activators of human PKA-R2B complex | P22694+P31323 | PKA-R2B holoenzyme dissociation, Cy5-IP20 fluorescence polarization; R2B truncated from residue 108, S112A mutant; 0% DMSO only, 100% 113 µM cGMP | activation, % at 11.4 µM | hit rate 0.079% among 340,000 | AID 504700;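 active = activation above a cutoff set at the mean over all compounds plus 3 SD, cut at about 18% in these data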;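 note: higher means more holoenzyme dissociation and a rise in polarization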
PvdQ inh – P. aeruginosa PvdQ acylase inhibition. inhibition, % at 10 µM. hit rate 0.063% among 340,000. purified PvdQ acylase, fluorescence plate reader; in the data active = inhibition above about 30%, passing the limit was not always enough;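 note: 0% = vehicle neutral wells and 100% = reference inhibitor wells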
DAGLB inhibitor – diacylglycerol lipase beta (human) inhibition | HEK293T DAGLB membrane lysate, EnzChek fluorogenic substrate | inhibition, % at 5.17 µM | hit rate 0.059% among 340,000 | AID 504411; in the data active = inhibition above about 34%;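 note: 0% = enzyme with vehicle and 100% = wells lacking enzyme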
Target sequence (Q8NCG7 whole entry, looked up): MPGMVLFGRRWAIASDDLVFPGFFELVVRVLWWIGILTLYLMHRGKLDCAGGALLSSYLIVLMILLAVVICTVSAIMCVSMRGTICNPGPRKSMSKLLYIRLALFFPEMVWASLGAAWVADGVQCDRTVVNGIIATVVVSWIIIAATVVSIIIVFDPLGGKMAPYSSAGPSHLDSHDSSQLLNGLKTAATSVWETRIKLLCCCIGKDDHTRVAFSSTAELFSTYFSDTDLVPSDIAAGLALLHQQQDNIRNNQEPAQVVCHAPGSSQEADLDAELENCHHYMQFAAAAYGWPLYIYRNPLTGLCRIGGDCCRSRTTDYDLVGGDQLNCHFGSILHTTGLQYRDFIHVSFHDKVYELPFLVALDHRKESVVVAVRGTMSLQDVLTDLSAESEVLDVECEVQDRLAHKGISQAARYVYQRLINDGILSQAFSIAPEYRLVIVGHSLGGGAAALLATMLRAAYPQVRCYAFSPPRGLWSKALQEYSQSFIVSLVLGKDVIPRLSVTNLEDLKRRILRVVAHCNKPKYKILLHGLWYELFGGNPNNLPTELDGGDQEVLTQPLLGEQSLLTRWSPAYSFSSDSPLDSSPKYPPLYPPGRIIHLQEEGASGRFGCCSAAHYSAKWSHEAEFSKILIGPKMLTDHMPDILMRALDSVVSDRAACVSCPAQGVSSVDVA
Keap1-Nrf2 PPI – disrupts human Keap1 binding to Nrf2 peptide. Q14145. Keap1 Kelch-Nrf2 peptide fluorescence polarization, 1536-well. inhibition, % at 9.4 µM. hit rate 0.15% among 340,000. AID 504523; in the data active = inhibition above about 12%;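 note: human Keap1 Kelch domain with fluorescein labeled Nrf2 9mer peptide probe; 0% = neutral control wells and 100% = peptide positive control; higher means more block of Keap1 binding to Nrf2 peptide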
Starred values were filed as active, the others as inactive; / = not tested or not shown; & = joins results of further samples.

SMILES	SR-BI HDL uptake	Arr AP2 block	SR-BI uptake up	LANA DNA inh	NSD2 inh	Cardiac RTF inh	PKA-R2B act	PvdQ inh	DAGLB inhibitor	Keap1-Nrf2 PPI
CC1CN(S(=O)(=O)c2ccc(C(=O)Nc3nnc(-c4ccco4)o3)cc2)CC(C)O1 (centres undefined)	-9	0	9	2.8	0	3	9	-10	3	-4
CC(NC(=O)C1CCCC1)c1ccc2c(c1)OCCO2 (centres undefined)	-10	-8	10	-1.0	-2	-2	5	-17	-1	-1
COC(=O)/C=C/C1=CN(Cc2ccccc2)CCC1=O	-12	-3	12	1.1	/	2	0	2	5	-9
Cc1ccc(C)n1-n1cnc2sc3c(c2c1=O)CCCCC3	39	12	-39	-0.5	0	2	-20	10	-4	10
CC(=O)Nc1ccc(NC(=O)C(C)OC(=O)CCC(=O)c2ccc(F)cc2)cc1 (centres undefined)	-9	3	9	1.2	-2	-3	0	-13	-4	-5
CC(C)Cc1ccc(CN2CCCC(NC(=O)Cn3cnnn3)C2)cc1 (centres undefined)	-45	-1	45	-1.2	1	-3	-16	6	0	-1
C[C@H](CCC(=O)O)[C@H]1CC[C@H]2[C@@H]3C(=O)C[C@@H]4CC(=O)CC[C@]4(C)[C@H]3CC(=O)[C@]12C	-13&-10	1	13&10	0.8	/	4	-7	6&8	2	-5
COc1ccc(S(=O)(=O)Nc2cc(C(=O)NC(C)C)ccc2N2CCOCC2)cc1	9	-3	-9	0.0	-5	-6	-5	-4	0	1
CCOC(=O)/C(=N\Nc1ccccc1)c1csc(Nc2ccc(C)cc2)n1	65	13	-65	-0.1	11	-6	1	-4	-5	-3
Cc1csc(=Nc2cccnc2)n1Cc1ccco1	-24	42	24	0.2	4	-9	-2	9	1	0
NS(=O)(=O)c1ccc(CNC(=S)NCc2ccc(F)cc2)cc1	-1	-2	1	1.9	-3	-2	4	-7	0	5
N#Cc1ccccc1Cn1c(=O)n(Cc2ccc(C(=O)NCc3ccco3)cc2)c(=O)c2sccc21	17	-2	-17	-1.1	/	-8	-8	-11	-1	-7
COC(=O)c1ccc(CSc2ncnc3sc(C)c(C)c23)o1	3	40	-3	3.0	/	-2	-7	4	-1	-2
C[C@@]12CCC=C[C@H]1[C@H](c1ccc3ccccc3c1/C=C/c1ccccc1)N(Cc1ccccc1)C2=O	-16	24	16	-1.0	/	-14	-9	-3	-2	1
O=C(OCN1C(=O)c2ccccc2C1=O)c1ccco1	-18	17	18	-0.3	32	-29	1	-6	-1	1
CCCCNc1c(-c2ccc(-c3ccc(OC)cc3)c(OC)c2)nc2ccccn12	87*	7	-87	-1.1	/	0	-5	-31	2	-3
Cc1ccc(NS(=O)(=O)c2ccc3c(c2)CCN3C(=O)CCC(=O)O)cc1Cl	12	3	-12	-2.6	-1	-3	-2	-10	1	4
CC(C)Cc1nc(SCC(=O)N2CCOCC2)c2c(=O)n(C)c(=O)n(C)c2n1	-8	-5	8	2.0	-2	-6	-2	-14	1	5
COc1ccc2nc(/C=N/NC(=O)CCCCCNC(=O)OC(C)(C)C)ccc2c1	51	11	-51	0.7	-1	-4	4	11	0	2
CCn1c2ccccc2c2cc(/C=N/O)ccc21	20	-14	-20	0.8	-1	-3	-1	0	1	-4
COc1cc(CNS(=O)(=O)c2ccc3c(c2)CC(C)N3C(=O)C2CCC2)cc(OC)c1OC (centres undefined)	7	2	-7	-0.5	-4	-22	-5	-12	-1	0
CN1CCN(S(=O)(=O)c2ccc(NC(=O)c3ccco3)cc2)CC1	-12	11	12	-2.0	-1	-13	-1	-10	0	1
O=C(C[C@H]1C(=O)N(CCc2ccccc2)C[C@@H]1Cc1ccccc1)Nc1ccccc1	44	1	-44	1.4	/	5	-5	-7	-3	-5
O=S(=O)(Nc1ncccn1)c1ccc(NS(=O)(=O)c2cccc(Cl)c2Cl)cc1	-12	-3	12	1.8	0	-10	-4	-12	0	0
COc1ccc([N+](=O)[O-])cc1/C=N/NC(=O)c1nonc1N	1	5	-1	-1.2	-1	-2	-7	1	1	-2
CCOC(=O)C1CCCN(S(=O)(=O)c2cn(C)c(=O)n(C)c2=O)C1 (centres undefined)	-21	-8	21	1.5	/	0	8	-10	3	-4
COC(C(=O)Nc1ccc(NC(=O)C(OC)c2ccccc2)cc1)c1ccccc1 (centres undefined)	-10	7	10	0.1	2	-4	-13	-18	-1	-3
CCCCCCSc1nsc(NC(C)=O)n1	-25	18	25	-1.3	-2	-1	0	4	-3	3
COc1cccc(-c2ccc3ncnc(NCc4cc(C)cs4)c3c2)c1	11	9	-11	0.6	/	-7	-8	-5	-6	-1
CCSc1nnc(NC(=O)CSc2nc3c(c(=O)n2-c2ccccc2)SCC3)s1	-28	0	28	0.5	1	-4	10	-16	-1	-4
CC1CCC2(CC1)NC(=O)N(CC(=O)NC1(C#N)CCCCC1)C2=O (centres undefined)	8	6	-8	1.0	-5	2	-3	-5	1	2
Cc1ccc(C)c(NC(=O)Cn2cc(C(=O)C3CC3)c3ccccc32)c1	8	-11	-8	2.6	5	3	-1	-15	-7	1
CC1(C)Cc2c(C#N)c(SCCC#N)nc(N3CCOCC3)c2CS1	8	1	-8	22	1	6	-2	-9	-3	-6
O=C(NCCN1CCN(Cc2ccccc2)CC1)c1ccc(CS(=O)(=O)c2ccc(Br)cc2)o1	4	-2	-4	-0.2	-2	-5	-4	-11	-3	-3
O=c1[nH]c2ccc(Cl)cc2c(-c2ccccc2)c1CN1CCOCC1	-45	22	45	-1.3	4	-5	-6	2	4	-5
COC(=O)C1=C(N)Oc2cc(C)n(CCN3CCOCC3)c(=O)c2C1c1cccnc1 (centres undefined)	4	-10	-4	1.0	-2	-11	4	-11	1	-2
COc1ccc(C(=O)NCCCc2ccccc2)cc1OC	4	10	-4	-0.2	-3	-7	0	-13	2	-1
Cc1ccc(S(=O)(=O)CCC(=O)OCC(=O)Nc2ncc(Cl)cc2Cl)cc1	15	-15	-15	0.9	5	-11	3	-13	4	-3
O=C(CSc1nnc(-c2ccco2)c(-c2ccco2)n1)c1ccccc1	41	9	-41	0.8	4	10	0	4	8	2
O=[N+]([O-])c1ccccc1S(=O)(=O)N1CCN(C2CCCC2)CC1	-16	9	16	-0.4	10	-10	-3	7	-3	-2
CCn1cc(C(=O)O)c(=O)c2cc(F)c(N3CCN(C(=S)NC(=O)c4cccc(F)c4)CC3)cc21	/	1	/	0.2	-1	-7	-1	0	-1	1
N#C/C(=C\c1ccc(Cl)cc1)C(=O)Nc1cccnc1	-16	9	16	-2.8	0	-6	15	-13	3	-7

A stretch taken from the entries so far, for reference:
SMILES	SR-BI HDL uptake	Arr AP2 block	SR-BI uptake up	LANA DNA inh	NSD2 inh	Cardiac RTF inh	PKA-R2B act	PvdQ inh	DAGLB inhibitor	Keap1-Nrf2 PPI
COC(C(=O)Nc1ccc(NC(=O)C(OC)c2ccccc2)cc1)c1ccccc1 (centres undefined)	-10	7	10	0.1	2	-4	-13	-18	-1	-3
CCCCCCSc1nsc(NC(C)=O)n1	-25	18	25	-1.3	-2	-1	0	4	-3	3
COc1cccc(-c2ccc3ncnc(NCc4cc(C)cs4)c3c2)c1	11	9	-11	0.6	/	-7	-8	-5	-6	-1
CCSc1nnc(NC(=O)CSc2nc3c(c(=O)n2-c2ccccc2)SCC3)s1	-28	0	28	0.5	1	-4	10	-16	-1	-4
CC1CCC2(CC1)NC(=O)N(CC(=O)NC1(C#N)CCCCC1)C2=O (centres undefined)	8	6	-8	1.0	-5	2	-3	-5	1	2
Cc1ccc(C)c(NC(=O)Cn2cc(C(=O)C3CC3)c3ccccc32)c1	8	-11	-8	2.6	5	3	-1	-15	-7	1
CC1(C)Cc2c(C#N)c(SCCC#N)nc(N3CCOCC3)c2CS1	8	1	-8	22	1	6	-2	-9	-3	-6
O=C(NCCN1CCN(Cc2ccccc2)CC1)c1ccc(CS(=O)(=O)c2ccc(Br)cc2)o1	4	-2	-4	-0.2	-2	-5	-4	-11	-3	-3
O=c1[nH]c2ccc(Cl)cc2c(-c2ccccc2)c1CN1CCOCC1	-45	22	45	-1.3	4	-5	-6	2	4	-5
COC(=O)C1=C(N)Oc2cc(C)n(CCN3CCOCC3)c(=O)c2C1c1cccnc1 (centres undefined)	4	-10	-4	1.0	-2	-11	4	-11	1	-2
COc1ccc(C(=O)NCCCc2ccccc2)cc1OC	4	10	-4	-0.2	-3	-7	0	-13	2	-1
Cc1ccc(S(=O)(=O)CCC(=O)OCC(=O)Nc2ncc(Cl)cc2Cl)cc1	15	-15	-15	0.9	5	-11	3	-13	4	-3
O=C(CSc1nnc(-c2ccco2)c(-c2ccco2)n1)c1ccccc1	41	9	-41	0.8	4	10	0	4	8	2
O=[N+]([O-])c1ccccc1S(=O)(=O)N1CCN(C2CCCC2)CC1	-16	9	16	-0.4	10	-10	-3	7	-3	-2
CCn1cc(C(=O)O)c(=O)c2cc(F)c(N3CCN(C(=S)NC(=O)c4cccc(F)c4)CC3)cc21	/	1	/	0.2	-1	-7	-1	0	-1	1
N#C/C(=C\c1ccc(Cl)cc1)C(=O)Nc1cccnc1	-16	9	16	-2.8	0	-6	15	-13	3	-7
